ERp5 inh – ERp5 (human) disulfide isomerase inhibition; ERp5 insulin aggregation, absorbance 650 nm, 90 min; inhibition, % at 9.99 µM; hit rate 0.05% among 350,000; AID 651711;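 active means mean replicate inhibition above about 25%, with every replicate also reaching it, limit read from the data, passing the limit was not always enough; inconclusive means only one of those two criteria met; inactive means neither criterion met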
Target sequence (Q15084 whole entry, looked up): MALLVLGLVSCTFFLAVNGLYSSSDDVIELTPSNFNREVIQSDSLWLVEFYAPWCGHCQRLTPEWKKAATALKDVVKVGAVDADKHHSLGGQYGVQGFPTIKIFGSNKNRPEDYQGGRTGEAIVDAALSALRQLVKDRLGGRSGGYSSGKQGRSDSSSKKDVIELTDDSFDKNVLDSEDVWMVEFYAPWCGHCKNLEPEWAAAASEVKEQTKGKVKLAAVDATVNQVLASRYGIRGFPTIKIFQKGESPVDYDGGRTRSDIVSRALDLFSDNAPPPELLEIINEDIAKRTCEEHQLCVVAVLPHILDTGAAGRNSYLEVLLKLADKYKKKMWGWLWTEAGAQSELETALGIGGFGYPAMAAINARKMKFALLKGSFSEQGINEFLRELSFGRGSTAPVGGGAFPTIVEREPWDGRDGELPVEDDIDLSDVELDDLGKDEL
CASP6 VEID inh – inhibitors of human caspase-6 | hit rate 0.53% among 350,000 | purified caspase-6, Z-VEID-R110 cleavage fluorescence | inhibition, % at 12.5 µM | AID 686996 | P55212;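 active means mean inhibition across replicates at least about 35%, with every replicate also reaching that limit, limit read from the data; inconclusive means only one of the two criteria met; inactive means neither criterion met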;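 further: 0% = median of neutral control wells and 100% = no fluorescence left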
Target sequence (P55212 24-179 limits assumed): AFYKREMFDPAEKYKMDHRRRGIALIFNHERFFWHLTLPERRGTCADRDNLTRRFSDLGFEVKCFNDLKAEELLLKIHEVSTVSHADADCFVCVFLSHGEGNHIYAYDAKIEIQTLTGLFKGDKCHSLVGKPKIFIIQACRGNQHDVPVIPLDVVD
Target sequence (P55212 194-293 limits assumed): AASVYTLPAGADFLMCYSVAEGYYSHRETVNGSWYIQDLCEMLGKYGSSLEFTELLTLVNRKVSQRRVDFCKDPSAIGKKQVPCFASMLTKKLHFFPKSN
ERAP1 inh – inhibitors of human ERAP1 aminopeptidase; Q9NZ08; recombinant ERAP1, Leu-AMC fluorescence, 60 min; inhibition, % at 10.7 µM; hit rate 0.15% among 340,000; AID 652197;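 active means mean replicate inhibition of at least 30%, or all replicates individually reaching that 30% level; inactive means mean below 30% and not every replicate reaching it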;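 further: 0% = neutral control wells and 100% = L-leucinethiol positive control wells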
miR122 inh – inhibitors of miR-122 in Huh7 cells; Huh7 miR-122 Renilla luciferase sensor, 48 h; neutral wells = 0, positive control = 100; activation (reporter increase), % at 12.5 µM; hit rate 0.3% among 340,000; AID 602342;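 active means mean replicate activation score at least 90 and every replicate individually at or above 90; inconclusive means only one of the two criteria met; inactive means neither criterion met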;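 further: higher luciferase means less miR-122 activity so hits act as miR-122 inhibitors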
SIRT5 inh – blocks human SIRT5 desuccinylation of peptide; Q9NXA8; hit rate 1.1% among 330,000; AID 652115; Purified SirT5, succinyl-peptide AMC, trypsin-coupled fluorescence; inhibition, % at 15 µM; in the data active means inhibition above about 15%; inconclusive means no clear call, values can overlap the other calls
Target sequence (Q9NXA8 whole entry, looked up): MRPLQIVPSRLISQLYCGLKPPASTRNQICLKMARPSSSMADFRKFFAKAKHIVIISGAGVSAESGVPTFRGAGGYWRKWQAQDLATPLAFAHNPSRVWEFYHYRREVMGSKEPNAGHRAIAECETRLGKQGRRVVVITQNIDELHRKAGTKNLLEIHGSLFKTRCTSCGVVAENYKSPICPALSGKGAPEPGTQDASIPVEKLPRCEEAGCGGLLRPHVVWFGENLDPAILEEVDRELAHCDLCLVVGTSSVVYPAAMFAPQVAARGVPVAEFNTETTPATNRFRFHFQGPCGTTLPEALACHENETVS
DENV2 CPE rescue – inhibitors of DENV2 cytopathic effect. DENV2-infected cells, cytopathic effect rescue, plate reader. CPE inhibition, % at 9.99 µM. hit rate 1.7% among 350,000; in the data active means CPE inhibition above about 20%, passing the limit was not always enough; inconclusive means no clear call, values can overlap the other calls; tested in BHK-21 cells;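 further: 0% = median of neutral control wells and 100% = median of positive control wells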
CFTR F508del cor – correctors of CFTR F508del function in bronchial epithelial cells; AID 720511; hit rate 0.36% among 350,000; CFBE cells, YFP halide quenching; stimulated with forskolin plus potentiator P3; % fluorescence drop versus neutral controls; activity (quench increase), % at 7.58 µM;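 active means mean added fluorescence quench of at least 8% versus neutral control, with both replicates also reaching 8%; inconclusive means only one of the mean or replicate conditions met; inactive means mean below 8% and not both replicates reaching 8%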;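 further: cells transiently co-express mutant CFTR-F508del with the halide-sensitive YFP; corrector assay measuring rescue of mutant channel to the surface after 24 h compound exposure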
Active calls of the source: *; ? = inconclusive; nt = not tested or not shown; [ ] = dose if it differs, or a comment.

SMILES	ERp5 inh	CASP6 VEID inh	ERAP1 inh	miR122 inh	SIRT5 inh	DENV2 CPE rescue	CFTR F508del cor
COc1ccc(Cl)cc1C(=O)NN=C1CCCC1	2	1	-4	nt	-1	3	-0.1
CC(=O)Oc1ccc(C(=O)Nc2cc(C)on2)cc1	0	-3	1	nt	nt	-2	-2.0
CCCCCC(=O)Nc1nc(C)c(-c2csc(Nc3ccccc3OC)n2)s1	7	1	1	0	-2	-1	0.4
Cc1ccccc1-n1c(SCC(=O)N/N=C/c2ccccc2OCC(=O)O)nc2ccccc2c1=O	-3	17	-4	-8	-1	-2	-1.1
COc1ccc(CNCCc2ccc([N+](=O)[O-])cc2)c(OC)c1OC	-2	-7	-1	-1	-3	-3	1.7
COCC(=O)Nc1ccc2c(c1)C(=O)N(C)[C@@H]1CC[C@H](CC(=O)NC3CCCC3)O[C@H]1CO2	nt	nt	nt	-33[16.7 µM]	nt	3	-1.1
CCCN1[C@@H]2Cn3c(ccc(-c4ccccc4F)c3=O)[C@H]1[C@@H](C(=O)NCCOC)[C@@H]2CO	9	nt	nt	-4[16.7 µM]	-1	-6	-1.8
Cc1ccc(C)c(N2CCN(C(=O)c3cc(S(=O)(=O)N4CCOCC4)ccc3F)CC2)c1	5	-5	-1	nt	1	6	nt
N#Cc1cccc(-c2ccc([C@@H]3[C@H](CO)N4CCCCN(C(=O)Nc5ccc(F)cc5)C[C@@H]34)cc2)c1	-4	nt	nt	-27[16.7 µM]	nt	26*	0.1
Fc1ccc(-c2csc3ncnc(N4CCc5ccccc5C4)c23)cc1	0	2	-1	-10	4	nt	-0.3
COC(=O)c1sc(NC(=S)NC(=O)c2ccccc2F)nc1C	2	-3	1	nt	-2	-1	0.2
CC1CCN(c2cc(=O)n(C3CCCCC3)c(=O)[nH]2)CC1	2	-2	2	1	-4	0	0.2

Reprinted from the part before: 7 entries, followed by the next part.
SMILES	ERp5 inh	CASP6 VEID inh	ERAP1 inh	miR122 inh	SIRT5 inh	DENV2 CPE rescue	CFTR F508del cor
COCC(=O)Nc1ccc2c(c1)C(=O)N(C)[C@@H]1CC[C@H](CC(=O)NC3CCCC3)O[C@H]1CO2	nt	nt	nt	-33[16.7 µM]	nt	3	-1.1
CCCN1[C@@H]2Cn3c(ccc(-c4ccccc4F)c3=O)[C@H]1[C@@H](C(=O)NCCOC)[C@@H]2CO	9	nt	nt	-4[16.7 µM]	-1	-6	-1.8
Cc1ccc(C)c(N2CCN(C(=O)c3cc(S(=O)(=O)N4CCOCC4)ccc3F)CC2)c1	5	-5	-1	nt	1	6	nt
N#Cc1cccc(-c2ccc([C@@H]3[C@H](CO)N4CCCCN(C(=O)Nc5ccc(F)cc5)C[C@@H]34)cc2)c1	-4	nt	nt	-27[16.7 µM]	nt	26*	0.1
Fc1ccc(-c2csc3ncnc(N4CCc5ccccc5C4)c23)cc1	0	2	-1	-10	4	nt	-0.3
COC(=O)c1sc(NC(=S)NC(=O)c2ccccc2F)nc1C	2	-3	1	nt	-2	-1	0.2
CC1CCN(c2cc(=O)n(C3CCCCC3)c(=O)[nH]2)CC1	2	-2	2	1	-4	0	0.2
O=[N+]([O-])c1ccc(F)cc1OCc1nc(-c2cccs2)no1	-6	-1	9	nt	0	-1	0.1
C[C@@H]1CN([C@H](C)CO)C(=O)c2cc(-c3cccc(F)c3)cnc2O[C@H]1CN(C)Cc1ccncc1	-2	2	0	-3[16.7 µM]	4	13	-0.3
COc1c(Cl)ccc(Cl)c1C(=O)NC(=O)Nc1nc(C)cc(C)n1	-1	-1	5	-2	-1	-8	-2.6
O=C(Cc1ccc(F)cc1)NC1CCCCCC1	0	1	-3	5	-1	3	0.1
COCC(=O)Nc1ccc2c(c1)C(=O)N(C)C[C@@H](OC)[C@H](C)CN(Cc1ccccc1)[C@@H](C)CO2	-12	-2	2	35[16.7 µM]	7	-12	-1.3
Cc1ccc(S(=O)(=O)N(C)C[C@H]2Oc3c(NC(=O)NC4CCCCC4)cccc3C(=O)N([C@@H](C)CO)C[C@@H]2C)cc1	3	1	-2	14[16.7 µM]	5	-6	0.5
COc1ccc(Cl)cc1Cn1c(C)c(C(=O)NCc2ccc(C#N)cc2)sc1=O	-3	0	nt	nt	nt	?	-2.0
O=C(CCN1C(=O)c2ccccc2C1=O)Nc1ccc(S(=O)(=O)N2CCOCC2)cc1	-1	2	3	-5	-6	nt	-0.7
Cc1ccccc1NC(=O)NC1(C(=O)NCC2CCCO2)CCCCC1 (stereo not given)	0	0	-6	-20	1	-2	-0.8
COC(=O)c1nc(Cl)c(Cl)c(N)c1Cl	-3	-2	8	nt	17*	4	-3.2
O=C(NCC[C@H]1CC[C@@H](NC(=O)Nc2cc(F)ccc2F)[C@H](CO)O1)Nc1ccc(Cl)cc1	3	0	2	nt	-6	-6	-3.8
CCOC(=O)Cn1nc(C)c(NC(=O)CCc2ccccc2)c1C	-1	-1	13	nt	-4	3	nt
CC(=O)NC[C@@H]1[C@@H](c2ccc(-c3ccccc3)cc2)[C@H](CO)N1C(=O)C1CC1	1	0	3	12[16.7 µM]	1	-7	-2.1
COc1cccc(NC(=O)C[C@H]2CC[C@H]3[C@@H](COc4ccc(NC(C)=O)cc4C(=O)N3C)O2)c1	2	-4	0	3[16.7 µM]	-3	-2	-0.8
COc1ccc(C)cc1S(=O)(=O)Nc1ccccc1	0	0	2	75	-3	2	-3.0
O=C1c2[nH]c3ccccc3c2CC1N1C(=O)c2ccccc2C1=O (stereo not given)	-1	-4	0	nt	nt	-11	-0.7
O=C(CCCN1C(=O)/C(=C\c2cccs2)SC1=S)Nc1cccc(C(=O)O)c1	7	-1	-1	nt	nt	3	-0.2
COc1cccc(-c2ccc3c(c2)[C@@H]2[C@@H](CCN2S(=O)(=O)C2=NC(C)C=N2)[C@@H](CO)N3C)c1 (stereo not given in full)	nt	nt	nt	-8[16.7 µM]	nt	-13	-1.6
CCC1CCC(N2CCN(c3ccccc3F)CC2)CC1 (stereo not given)	-2	-6	3	0	-3	7	1.2
C(=N\N=C\c1cccs1)/c1cccs1	5	-3	5	nt	-2	16	-1.1
CCOC(=O)C1=C(COC(=O)CNC(=O)c2cc(OC)c(OC)c(OC)c2)NC(=O)NC1C (stereo not given)	-7	2	3	nt	-6	15	-1.2
COCCn1c(C)cc(/C=C2/NC(=O)N(c3cccc(Cl)c3)C2=O)c1C	-1	-3	-3	nt	0	1	nt
O=C(COC(=O)CC1CCCC1)Nc1ccc(Br)cc1F	1	1	0	0	-1	-5	-5.7
N#Cc1ccc(Cl)cc1NC(=O)CN1C(=O)C(=O)N(CCC2=CCCCC2)C1=O	-8	-1	0	0	nt	-9	0.1
CCCNC(=O)N(C)C[C@H]1Oc2ncc(-c3ccc(C(=O)N(C)C)cc3)cc2C(=O)N([C@H](C)CO)C[C@H]1C	12	-1	1	-2[16.7 µM]	1	17	0.1
CN(c1ccccc1)S(=O)(=O)c1ccc(NC(=O)C2CC2)cc1	4	0	1	-1	-3	-1	0.0
C[C@H]1CN([C@@H](C)CO)C(=O)c2cc(NC(=O)NC3CCCCC3)ccc2O[C@H]1CN(C)C(=O)Nc1ccc2c(c1)OCO2	1	-4	0	-27[16.7 µM]	2	-3	-1.3
O=C(Nc1cc(C(=O)N2CCOCC2)cc(C(=O)N2CCOCC2)c1)c1cc(F)c(F)cc1Cl	3	2	0	0	5	5	2.6
Cc1cc(C(=O)Nc2cccc3c2O[C@H](CN(C)C(=O)NC(C)C)[C@@H](C)CN([C@H](C)CO)C3=O)n(C)n1	2	-2	-3	0[16.7 µM]	-1	-3	-2.7
O=C(CCn1cnnn1)Nc1ccc(F)cc1	2	-1	0	nt	-4	3	4.1
Cc1ccc2nc(NC(=O)c3ccc(Cl)s3)sc2c1	0	-3	1	6	nt	0	1.3
Cc1noc(C)c1NC(=O)N(C)C[C@H]1Oc2ccc(NC(=O)CCCCCC(=O)Nc3ccccc3N)cc2C(=O)N([C@H](C)CO)C[C@H]1C	-2	1	-4	3[16.7 µM]	-5	-5	-2.3
C/C=C/c1ccc([C@@H]2[C@@H](CN(CC(C)C)C(C)=O)N(C(C)=O)[C@H]2CO)cc1	-5	-3	-3	-12[16.7 µM]	9	-11	1.7
C[C@H](CO)N1C[C@H](C)[C@@H](CN(C)Cc2ccc3c(c2)OCO3)OCc2cn(nn2)CCCC1=O	-5	0	1	1[16.7 µM]	0	16	0.9
C[C@@H]1CN([C@@H](C)CO)C(=O)Cc2cc(NS(=O)(=O)c3ccc(F)cc3)ccc2O[C@@H]1CN(C)S(=O)(=O)c1cccs1	1	0	2	16[16.7 µM]	-1	-11	2.8
CCCc1nn2c(-c3ccccc3)nnc2o1	-1	-2	4	1	nt	2	-3.3

3 compounds from above, ordered by heavy-atom count, largest number first:
SMILES	ERp5 inh	CASP6 VEID inh	ERAP1 inh	miR122 inh	SIRT5 inh	DENV2 CPE rescue	CFTR F508del cor
CCCNC(=O)N(C)C[C@H]1Oc2ncc(-c3ccc(C(=O)N(C)C)cc3)cc2C(=O)N([C@H](C)CO)C[C@H]1C	12	-1	1	-2[16.7 µM]	1	17	0.1
Cc1cc(C(=O)Nc2cccc3c2O[C@H](CN(C)C(=O)NC(C)C)[C@@H](C)CN([C@H](C)CO)C3=O)n(C)n1	2	-2	-3	0[16.7 µM]	-1	-3	-2.7
CN(c1ccccc1)S(=O)(=O)c1ccc(NC(=O)C2CC2)cc1	4	0	1	-1	-3	-1	0.0

Next records follow.
SMILES	ERp5 inh	CASP6 VEID inh	ERAP1 inh	miR122 inh	SIRT5 inh	DENV2 CPE rescue	CFTR F508del cor
COCC(=O)Nc1ccc2c(c1)C(=O)N(C)[C@H]1CC[C@@H](CC(=O)NC3Cc4ccccc4C3)O[C@@H]1CO2	5	-2	2	-4[16.7 µM]	-3	-4	0.1
CC(C(=O)N1CCN(Cc2ccc3c(c2)OCO3)CC1)c1ccc([N+](=O)[O-])cc1 (stereo not given)	0	1	-2	nt	-1	-2	0.7
O=S1(=O)N[C@@H](Cc2ccccc2)COc2cc(N3CCC[C@H]3CO)ccc21	-3	-2	nt	nt	0	-15	-0.1
NS(=O)(=O)c1ccc(-c2ccc(/C=C3\C(=O)Nc4cc(Cl)ccc43)o2)cc1	-3	2	0	5	-5	8	6.9
COc1ccc(NC(=O)N(C)C[C@@H]2OCc3ccccc3-c3ccccc3C(=O)N([C@H](C)CO)C[C@H]2C)cc1	0	-15	-1	nt	2	4	2.2
O=C(CN(C(=O)CCC(=O)Nc1nccs1)c1cccc(F)c1)NCc1ccc2c(c1)OCO2	2	0	1	nt	3	-5	-1.2
COC(=O)[C@]12C[C@H](CC(=O)NCC34CC5CC(CC(C5)C3)C4)C(=O)N(Cc3ccccc3)C1=C[C@H](C(C)C)O[C@@H]2C1CC1	-13	2	3	nt	nt	-8	3.0
O=C(NCc1ccc(Cl)cc1Cl)C1CC(=O)N(Cc2ccccc2)C1 (stereo not given)	2	3	1	-2	-2	12	1.0
COc1ccc(C(=O)N(Cc2ccccc2)c2cccc(C)c2)cc1S(=O)(=O)N1CCOCC1	1	-99	1	41	-4	5	-0.5
CSc1cccc(NC(=O)CNC(=O)c2ccc3c(c2)OCO3)c1	-1	-4	-4	nt	-1	3	0.1
Cc1ccc(C(=O)C(OC(=O)CN2C(=O)c3ccccc3C2=O)c2ccccc2)cc1C (stereo not given)	0	-2	0	nt	-4	2	-0.1
COc1ccc(CC(NC(C)=O)C(=O)NC2CCN(c3ncccc3[N+](=O)[O-])CC2)cc1 (stereo not given)	-2	1	5	nt	0	2	0.9
CCCC(=O)Nc1ccc2c(c1)C(=O)N(C)[C@@H]1CC[C@H](CC(=O)NC3CCCC3)O[C@H]1CO2	-5	1	0	-8[16.7 µM]	-6	-5	-2.6
COc1cccc(CNC(=O)c2ccccc2NC(=O)C2=C(C)OCCS2)c1	0	-1	2	nt	-4	-8	2.1
CNC[C@H]1Oc2ccc(NS(=O)(=O)c3cn(C)cn3)cc2CC(=O)N([C@H](C)CO)C[C@@H]1C	-9	-3	9	-10[16.7 µM]	5	2	0.6
C[C@H]1CN([C@@H](C)CO)S(=O)(=O)c2ccc(-c3ccc(F)cc3)cc2O[C@H]1CN(C)C(=O)C1CCOCC1	-4	5	1	11[16.7 µM]	-3	16	0.1
O=C(CC12CC3CC(CC(Br)(C3)C1)C2)Nc1cccc(S(=O)(=O)NC2=NCCC2)c1	0	nt	-4	10	-3	8	0.1
